OX1R antag-1 – human HCRTR1 antagonism | O43613 | CHO/OX1R cells, Fluo-8 calcium fluorescence, orexin A | inhibition, % at 5 µM | actives 0.43% (n = 330,000) | AID 434989;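 active means inhibition above its plate's threshold, mean inhibition of all tested compounds on the plate plus 3 SD, cut at about 37% in these data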;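 further: 0% = orexin A challenge wells and 100% = SB-334867-A antagonist wells; not every result past the cut was called active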
Target sequence (O43613 whole entry, looked up): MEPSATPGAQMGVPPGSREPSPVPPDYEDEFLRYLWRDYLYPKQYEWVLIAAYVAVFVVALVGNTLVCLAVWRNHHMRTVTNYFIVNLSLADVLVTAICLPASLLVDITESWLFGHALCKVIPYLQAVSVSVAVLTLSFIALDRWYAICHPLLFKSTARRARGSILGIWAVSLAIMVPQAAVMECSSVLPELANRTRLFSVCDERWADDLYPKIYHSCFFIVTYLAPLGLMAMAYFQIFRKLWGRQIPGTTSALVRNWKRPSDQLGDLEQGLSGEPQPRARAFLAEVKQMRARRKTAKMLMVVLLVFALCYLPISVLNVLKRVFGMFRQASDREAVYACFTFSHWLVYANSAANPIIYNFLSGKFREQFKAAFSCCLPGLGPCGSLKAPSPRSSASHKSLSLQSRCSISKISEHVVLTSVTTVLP
STK33 kinase inh – human STK33 kinase inhibition. inhibition, % at 10 µM. AID 2661. actives 0.073% (n = 320,000). Q9BYT3. purified STK33, MBP phosphorylation, ADP-Glo luminescence;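 active means inhibition at or above 25%, using the most active replicate where run in duplicate; inactive means inhibition below 25%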
Target sequence (Q9BYT3 whole entry, looked up): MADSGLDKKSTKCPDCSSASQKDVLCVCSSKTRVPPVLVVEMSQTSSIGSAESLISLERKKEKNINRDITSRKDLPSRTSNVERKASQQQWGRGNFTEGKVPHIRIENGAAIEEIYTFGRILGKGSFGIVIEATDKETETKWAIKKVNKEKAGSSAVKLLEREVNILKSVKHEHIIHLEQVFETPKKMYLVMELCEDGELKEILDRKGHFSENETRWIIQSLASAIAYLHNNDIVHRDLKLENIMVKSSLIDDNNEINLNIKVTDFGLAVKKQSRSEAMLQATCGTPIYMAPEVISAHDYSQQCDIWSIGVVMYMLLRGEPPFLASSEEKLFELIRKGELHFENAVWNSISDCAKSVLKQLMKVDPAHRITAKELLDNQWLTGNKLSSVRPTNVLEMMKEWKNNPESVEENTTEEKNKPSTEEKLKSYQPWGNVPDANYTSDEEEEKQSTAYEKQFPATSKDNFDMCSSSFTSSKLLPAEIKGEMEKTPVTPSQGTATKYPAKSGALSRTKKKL
OX1R antag-2 – blocks the human orexin 1 receptor; actives 1.8% (n = 330,000); inhibition, % at 6.6 µM; O43613; OX1R-expressing cells, FRET antagonist read-out; AID 485270; in the data active means inhibition mostly above about 38%, no sharp cut-off; inactive means mostly below about 40%;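 further: 0% = agonist challenge alone and 100% = reference antagonist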
The depositor's hits bear a star; nt = not tested or not shown. A portion of the library; the hit share may differ from the screen's.

SMILES	OX1R antag-1	STK33 kinase inh	OX1R antag-2
O=c1[nH]c(O)c(C=Nc2ccccc2Sc2ccccc2)c(=O)[nH]1	-22	-0.5	3
CN(C)C(=O)Oc1ccc2c(c1)O/C(=C\c1ccc(Cl)cc1)C2=O	-33	0.4	13
Cc1ccc(O)c(C)c1	7	-1.0	7
CCOC(=O)C(O)(c1ccc(N=c2ccccn2C)cc1)C(F)(F)F (stereo not drawn)	11	2.3	19
Cn1c(O)c(/C=C2\C=Nc3ccc(Br)cc32)c(=O)n(C)c1=O	3	-0.8	-4
Cc1nn(Cc2ccccc2)c(C)c1C=C1C(=O)NC(=S)NC1=O	-5	2.0	0
CN(C)c1ccc(C=C(C#N)C#N)cc1	-12	-1.9	16
CN1CCN(C(=O)O[C@H]2c3nccnc3C(=O)N2c2ccc(Cl)cn2)CC1	3	-0.1	20
Cc1ccc2c(c1)c(=O)c1c3n2CCN(CC#N)C3CC1 (stereo not drawn)	-19	5.8	15
COC(=O)C1=C(c2ccccc2)C[C@@H]2CC[C@H]1N2C(=O)NCCNC(C)=O	-12	-0.4	13
O=C(Cn1ncc2c3ccccc3n(Cc3ccc(F)cc3)c2c1=O)N1CCC2(CC1)OCCO2	-55	-1.5	13
CC(=O)c1c(O)n(C)c(=S)n(-c2ccccc2)c1=O	-19	-1.1	17
Cc1c(C(c2ccc(Cl)cc2Cl)c2c(O)c3ccccc3oc2=O)c(=O)n(-c2ccccc2)n1C (stereo not drawn)	-18	-0.5	20
COC(=O)C1=C(c2ccc(Cl)c(C(F)(F)F)c2)C[C@@H]2CC[C@H]1N2C(=O)N1CCCC1	-17	0.9	4
CN(C)C(=O)On1c(-c2ccccc2)nc2ccc(Cl)cc21	-9	0.2	48
Cc1ccc(C(=O)C2(C)N(O)C(C)C(c3cccs3)=[N+]2[O-])cc1 (stereo not drawn)	-10	-0.6	2
Cc1nc2ccccc2c(=O)n1-c1ccncc1	6	-0.8	8
OCC[n+]1c2ccccc2nc2ccc(N3CCOCC3)cc21	-3	6.7	113*
Cc1cc(C=O)c(C)n1C1CCCCC1	-20	-0.8	11
COC(=O)C1=C(c2ccc3ccccc3c2)C[C@@H]2CC[C@H]1N2C(=O)NC1CCCCC1	-28	-0.2	1
COc1ccccc1CN1CCN(C(=O)Cc2ccccc2)CC1	-5	-0.8	24
N#CC1=C(N)Oc2c(c(=O)oc3ccccc23)C1c1ccccc1OC(=O)c1cccs1 (stereo not drawn)	9	-1.2	65
CCCCC12CNCC(C)(CNC1)C2=O	-3	0.3	4
COc1ccc(CN2C(=O)NC(=O)/C(=C/c3ccoc3)C2=O)cc1	18	6.1	10
Cc1ccc(N2C(=O)NC(=O)/C(=C\c3cn(CC(=O)O)c4ccccc34)C2=O)cc1	-26	0.1	5
CCCCn1c(C)c(C(=O)O)c2cc(OC)ccc21	-11	0.4	19
CCN(CC)C(=O)c1ccc(NC(=O)c2cccc(C(F)(F)F)c2)cc1	-21	4.8	31
Fc1cccc(C2NCCc3[nH]cnc32)c1 (stereo not drawn)	-5	-0.3	18
CC(C)C1(C)N=C(c2nc3ccccc3cc2C(=O)O)NC1=O (stereo not drawn)	-12	-0.9	13
CN(C)N=O	-7	-0.8	13
O=C1NC(=S)NC(=O)C1=Cc1ccc2c(c1)CCN2CCCCl	-2	-1.8	18
OC(c1cccc(Cl)c1)(c1cccc(Cl)c1)C1CN2CCC1CC2 (stereo not drawn)	-19	3.5	4
CN1CCN(c2ccc([N+](=O)[O-])c3cccnc23)CC1	-21	0.0	128*
CCOP(=O)(C#CC(C)(C)C)C(C)(O)c1ccccc1 (stereo not drawn)	-9	-0.1	17
N#CCCn1cc(C(=O)Nc2ccccc2Br)c(-c2ccc3c(c2)OCCO3)n1	-12	0.8	1
CC(C)Oc1ccc(C2C(C#N)=C(N)Oc3c2c(=O)oc2ccccc32)cc1 (stereo not drawn)	-18	-1.7	14
Cc1cccc(OC(=O)N2CCOCC2)c1	-4	0.9	7
CC(N)Cc1c[nH]c2cc3c(cc12)OCCO3 (stereo not drawn)	-5	0.8	18
O=[N+]([O-])c1ccc(C2C3C(c4ccccc4)=NC4(CCCC4)N32)cc1 (stereo not drawn)	-15	0.7	23
OCc1cnc[nH]1	-6	1.1	10
COC(=O)C1=C(c2cc3ccccc3s2)C[C@@H]2CC[C@H]1N2C(=O)NCc1ccc(C(F)(F)F)cc1	-26	-1.0	15
COC(=O)C1=C(c2ccc(C(C)=O)cc2)C[C@@H]2CC[C@H]1N2C(=O)NCCO	-23	-1.9	0
COc1ccc(NC(c2ccccc2)P(=O)(Oc2ccccc2)Oc2ccccc2)cc1 (stereo not drawn)	-17	-1.8	1
c1cc2n(c1)-c1c(ccc3c1OCO3)CNC2c1ccc2c(c1)OCO2 (stereo not drawn)	-5	-0.7	17
CCOC(=O)c1nc2ccccc2c(=O)n1-c1ccc(C)cc1	-3	-0.2	-6
ClC(Cl)(Cl)c1ccccc1	-5	-0.2	10
Cc1cc(=O)oc2cc3c(cc12)CCCN3	-3	0.7	-6
O=C(COC(=O)Cc1ccccc1)NNC(=O)c1ccc([N+](=O)[O-])cc1	-9	-0.2	21
c1ccc2c(c1)[nH]c1cnccc12	-10	4.4	21
Fc1ccc(N2CCN(Cc3ccc4c(c3)OCO4)CC2)cc1	-19	-3.4	5
CC(C)(C)c1ccc(S(=O)(=O)N2CC3CC(C2)c2cccc(=O)n2C3)cc1 (stereo not drawn)	-20	-2.1	16
COC(=O)CC1=C(C(=O)OC)C2(C(=O)Nc3c(C)cccc32)C(C#N)=C(N)O1 (stereo not drawn)	0	-0.7	13
O=c1[nH]c(=S)[nH]c(O)c1C(c1ccccn1)c1c(O)[nH]c(=S)[nH]c1=O	-9	0.1	38
O=P(NC(c1ccccc1)c1ccccc1)(Oc1ccccc1)Oc1ccccc1	-19	0.5	17
CCN1CCN(Cc2ccc(OC(F)(F)F)cc2)CC1	-16	-0.3	4
N=c1c[n+](CC23CC4CC(CC(C4)C2)C3)[n-]o1	-11	-1.3	27
CCC(=Nc1ccc(OC)cc1OC)c1c(O)n(C)c(=O)n(C)c1=O	-18	-1.3	30
CS(=O)(=O)NCc1nnc2n1-c1ccc(Cl)cc1C(c1ccccc1)=NC2	-4	-1.1	1
Cc1c(C=C2C(=O)N(C)C(=O)N(C)C2=O)c(=O)n(-c2ccccc2)n1C	-17	0.5	21
CNC(C(=O)c1ccccc1)C(OC)c1cccc([N+](=O)[O-])c1 (stereo not drawn)	0	-2.1	16
(further entries)
SMILES	OX1R antag-1	STK33 kinase inh	OX1R antag-2
O=C1CC(c2cccnc2)=NN1c1ccc(Cl)cc1Cl	-16	-1.6	11
O=c1c2ccccc2nc(Cc2ccccc2)n1-c1ccccc1O	-15	-0.5	38
O=c1[nH]c(CN2CC=C(c3ccccc3)CC2)nc2scc(-c3ccccc3)c12	-12	-1.8	7
O=C(N/N=C1/CN2CCC1CC2)c1cccc(O)c1	-6	-1.0	10
C/C(=N\N1CCCCCC1)c1c(O)n(-c2ccc(Cl)cc2)c(=O)[nH]c1=O	-24	-1.4	41
CCCCN=C[C@]12CCC(O)CC1(O)CCC1[C@@H]2CC[C@]2(C)[C@H](C3C=CC(=O)O3)CCC12O (stereo partly drawn)	-20	-1.3	16
CC1CN=C(NCc2ccc(F)cc2)S1 (stereo not drawn)	-24	1.0	0
COc1ccc(-n2c(O)c(C(C)=NCc3ccc4c(c3)OCO4)c(=O)[nH]c2=O)cc1	-16	-0.3	1
C=CCSc1nc2c(c(-c3ccsc3)c1C#N)CN(C)CC2	-21	-1.0	28
CCOc1nc(NC(C)C)nc(N2CC3CC(C2)c2cccc(=O)n2C3)n1 (stereo not drawn)	4	-0.6	14
CCCC12CN3CCN(C1)CC(CCC)(C3)C2=O	-9	0.7	6
CC(C)[C@]12O[C@H]1[C@@H]1O[C@]13[C@]1(O[C@H]1C[C@H]1C4=C(CC[C@@]13C)C(=O)OC4)[C@@H]2O	-8	-1.1	14
C#CCN1CCN(c2cccc(C(F)(F)F)c2)CC1	6	nt	4
Cc1cccc(-n2c(O)c(C=NCCN3CCCCC3)c(=O)[nH]c2=O)c1	-17	-1.4	2
Cc1ccc(-c2nc3ccccc3c(=O)n2-c2cccc(O)c2)cc1	-57	-5.4	16
NC(=O)Nc1cccc(C(F)(F)F)c1	5	-0.4	25
COC(=O)C1=C(c2ccc(-c3ccccc3)c(F)c2)C[C@@H]2CC[C@H]1N2C(=O)NCc1cccc2ccccc12	-29	-0.5	1
CC1=C(/C=C/c2ccccc2)CCN(C)C1	-5	-1.0	8
COc1cccc(O)c1CN1CCCC(C(=O)c2ccccc2SC)C1 (stereo not drawn)	-18	0.7	25
O=[N+]([O-])NC1=NCCN1Cc1ccc(Cl)nc1	-10	-0.1	28
c1cc2c(cc1[C@H]1OC[C@H]3[C@@H]1CO[C@H]3c1ccc3c(c1)OCO3)OCO2	-2	nt	7
CN(c1ccc(OCC(=O)N2CCN(C/C=C/c3ccccc3)CC2)cc1)S(=O)(=O)c1cccs1	-3	-0.9	6
COC(=O)C1=C(c2ccc(Cl)c(C(F)(F)F)c2)C[C@@H]2CC[C@H]1N2C(=O)NCCCOC(C)C	-37	1.0	1
COc1ccc(C)cc1NC(=O)N1CCC2(CC1)OCCO2	-8	0.1	9
Cc1ccccc1CS(=O)(=O)Cc1ccc(C(=O)N2CCC3(CC2)OCCO3)o1	-20	-1.2	18
O=C(CCN1C(=O)COc2ccccc21)N1CCC2(CC1)OCCO2	-16	-0.6	0
O=C(c1ccc2c(c1)OCO2)C1CCCN(CC2CCCCC2)C1 (stereo not drawn)	-23	-0.8	20
COC(=O)COc1cc(C)cc2oc(=O)c3c(c12)CCCC3	-35	-0.6	15
Cc1cc2c(s1)NC(=O)CN=C2c1cccs1	-9	4.4	9
CCc1ccccc1NC(=O)CSc1nnc([C@@H](N)Cc2c[nH]c3ccccc23)o1	-18	-1.2	16
O=C1/C(=C\c2ccc3c(c2)OCO3)N2CCC1CC2	4	0.1	10
Cc1ccc(S(=O)(=O)N2CN3CCN(C3)C2)cc1	-2	0.3	18
O=C(COc1ccccc1)N1CCN(CC2CC=CCC2)CC1 (stereo not drawn)	-8	-0.1	3
COc1cc(C(O)CNC(C)C)cc(F)c1OC (stereo not drawn)	-16	-0.4	43
O=C1NC(=O)C2(Cc3ccccc3N3CCCC32)C(=O)N1 (stereo not drawn)	-12	-0.6	19
O=C(NCCO)c1nsnc1NCCCl	-8	-1.1	24
CN1CCc2nc(N)c(C#N)c(-c3ccccc3)c2C1	-1	3.7	25
c1cc(C2N3CCCN2CC3)ccn1 (stereo not drawn)	-6	2.0	10
COC(=O)C1=C(c2ccccc2OCc2ccccc2)C[C@@H]2CC[C@H]1N2C(=O)NCCc1ccc(F)cc1	20	0.1	15
O=S(=O)(c1ccc(Cl)cc1)c1ccc(Cl)cc1	-15	0.2	7
COC(=O)C1=C(c2c(C)noc2C)C[C@@H]2CC[C@H]1N2C(=O)NCc1ccco1	-12	-1.3	-2
CCCCn1c(O)c(C=NCCN2CCCCC2)c(=O)[nH]c1=O	-10	-0.5	6
O=c1c2ccccc2nc(/C=C/c2ccc(F)cc2)n1-c1ccccc1O	-7	-0.8	8
O=C1NC(=O)C(=Cc2ccc(OCCOc3ccc([N+](=O)[O-])cc3)cc2)C(=O)N1	4	0.1	40
CCOC(=O)C1(CCCc2ccccc2)CCN(C2CCCC2)CC1	-12	0.0	1
N#CC1=C(N)Oc2c(c(=O)oc3ccccc23)C1c1ccc([N+](=O)[O-])o1 (stereo not drawn)	3	0.0	13
